Bioassay records as filed in PubChem.
KDM5B inh = KDM5B demethylase inhibition; Q9UGL1; KDM5B demethylase, FDH-coupled NADH fluorescence (FDH is formaldehyde dehydrogenase); Potency, µM (top dose mostly 57.7 µM), without a hit: top-dose activity change, negative = inhibition, hits mostly inhibitors; hit rate 2.6% among 220,000; AID 1347165; active means well fitted inhibition curve with a large enough effect; inconclusive means small, poorly fitted or top-dose-only effect; inactive means no such curve, though single readings can be large or run the other way; further: 0% is about no effect; nearly all actives have a fitted effect of over 70% in size
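qHTS format, multiple compound concentrations. Buffer 50 mM HEPES pH 7.5/0.01% Tween-20; 200 nM KDM5BΔAP final; 10 min compound preincubation; substrate-mix levels 12.5 µM peptide, 25 µM α-KG, 0.25 mM NAD⁺; 30 min RT; ΔRFU.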
An asterisk follows results filed as active; i = inactive; ? = inconclusive; + = active, no number; [ ] = remark or other dose. Potency means the concentration at half of the fitted maximal effect. The list is partial (hit frequency here may not be typical).

Compound	KDM5B inh
Cc1ccc(OCCC2CCN(C(=O)CCc3ccccc3)C2)cc1 (stereo not drawn)	19.5%
CCc1ccc(S(=O)(=O)N2CCN(C(=O)Nc3ccccc3Br)CC2)cc1	1.6%
Cc1ccccc1CSCCNC(=O)CN(c1ccccc1)S(=O)(=O)N(C)C	-16.3%
Cc1ccc(NC(=O)c2ccc3snnc3c2)cc1C	-29.2%
O=C(CCC(=O)c1ccc(F)cc1)OCc1cc(-c2ccccc2)no1	-5.9%
Cc1noc(-c2cn(C3CCN(C(=O)c4cccc(OC(F)(F)F)c4)CC3)nn2)n1	23.6%
O=C(O)Cc1sc(NC2CCCCC2)nc1-c1ccc(Cl)cc1	-5.5%
COc1cccc(C(=O)NC2CCN(c3cnn(CC4CC4)c(=O)c3)CC2)c1OC	11.0%
Cc1ccccc1C(=O)N1CCC(n2cc(-c3nc(-c4ccccc4)no3)nn2)C1 (stereo not drawn)	19.2%
Cc1nc(CCNC(=O)CC2COc3ccc(C(=O)N(C)C)cc3N2C)no1 (stereo not drawn)	-20.5%
Cn1nccc1C(=O)NCC1CCCCC(=O)N1 (stereo not drawn)	-0.5%
OC1(CN2CCN(C(c3ccccc3)c3ccccc3)CC2)CNCCOC1 (stereo not drawn)	-29.7%
CC(C)Cn1c(NC2CCCCC2)nc2c1c(=O)[nH]c(=O)n2C	13.2%
Cc1cccc(NC(=O)CN2C(=O)N/C(=C\c3ccc(-c4cccc(C(=O)O)c4)o3)C2=O)c1	?
COCCn1c(CNC(=O)c2cc([N+](=O)[O-])ccc2Cl)nc2cccnc21	-16.0%
O=C(O)c1[nH]ncc1CN1CCc2[nH]nc(-c3ccc(-c4ccccc4)cc3)c2C1	?
COc1cccc(N2C(=O)NC(=NC3CCCCC3)C23CCN([S+](=O)([O-])c2cccs2)CC3)c1	22.6%[115 µM]
CC1Cc2cc(S(=O)(=O)N(C)c3ccc(Br)cc3)ccc2N1C(=O)C1CC1 (stereo not drawn)	16.2%
Cc1cccc(NC(=O)CSc2nc(-c3ccccc3)cn2-c2ccccc2)c1C	?
Cc1nc([C@@H]2CN(Cc3ccccc3)C[C@H]2C(N)=O)n[nH]1	4.7%
Cc1ccsc1CN(C)C(=O)c1ccc(Oc2ccccc2)cc1	-0.6%
O=C(CSc1nc2c([nH]c3ccccc32)c(=O)n1-c1ccccc1)N1CCCCC1	-14.4%
N#Cc1ccccc1Sc1ccccc1C(=O)OCC(=O)Nc1ccccc1	6.7%
CC1CCC(NC(=O)Cc2coc(-c3ccccc3)n2)CC1 (stereo not drawn)	-6.3%
Cn1ccnc1CNCC1(COc2cnccn2)C[C@@H](O)[C@@H](O)C1 (stereo partly drawn)	?

Arranged by formula weight (low to high): part of the list above
Compound	KDM5B inh
Cc1ccc(OCCC2CCN(C(=O)CCc3ccccc3)C2)cc1 (stereo not drawn)	19.5%
COCCn1c(CNC(=O)c2cc([N+](=O)[O-])ccc2Cl)nc2cccnc21	-16.0%
Cc1noc(-c2cn(C3CCN(C(=O)c4cccc(OC(F)(F)F)c4)CC3)nn2)n1	23.6%
COc1cccc(N2C(=O)NC(=NC3CCCCC3)C23CCN([S+](=O)([O-])c2cccs2)CC3)c1	22.6%[115 µM]

(cont.)
Compound	KDM5B inh
CCS(=O)(=O)N1CCC2(CC1)OC(=O)C(C)=C2C(=O)NCc1ccccc1C	-16.0%
COc1ccc(C(=O)N[C@H]2C[C@@H](c3nc(-c4cncnc4)no3)N(C)C2)cc1	-13.9%[86.2 µM]
Nc1c(N(Cc2ccco2)C(=O)COc2ccccc2F)c(=O)[nH]c(=O)n1Cc1ccccc1	?
COc1ccc(-c2nc(Cn3c(SCc4cccc(Cl)c4)nc4ccncc43)c(C)o2)cc1	?
Cc1cc(C(=O)NCC2CC2)c2c(C3CCCNC3)noc2n1 (stereo not drawn)	-13.2%[149 µM]
Cc1[nH]c2ccccc2c1C1(O)C(=O)N(Cc2ccccc2Cl)c2ccccc21 (stereo not drawn)	?
Cc1ccc([N+](=O)[O-])cc1NC(=O)Cn1cnc2c1c(=O)n(C)c(=O)n2C	28.3%
CCOc1ccc(NC(=O)c2cnn3c2NC(c2ccccc2)=CC3c2cccc(OC)c2OC)cc1 (stereo not drawn)	-13.6%
O=C(CSc1nnnn1C1CCCC1)c1ccc2ccccc2c1	-15.3%
COc1ccc(CCN2CCC(CN(C)Cc3nc(C(C)C)cs3)CC2)cc1	17.4%
O=C(c1cc2cc(Cl)ccc2oc1=O)N1CCN(Cc2ccccc2)CC1	2.4%
Cc1ccc(CNC(=O)CCc2c(C)c3ccc(O)c(C)c3oc2=O)cc1	?
CCCCN1CCc2nc(Nc3ccc(OC)cc3OC)ncc2C1	?
COc1cccc(C(=O)Nc2nnc(S(=O)(=O)N3CCOCC3)s2)c1	1.0%
O=C(Cc1cccs1)NCc1nnc2ccc(-c3ccccc3)nn12	-19.6%
CC(C)C(=O)N1c2nc(C(C)C)nn2C2(CCCCC2)[C@@H]2CCCC[C@@H]21	?
COC(=O)c1ccoc1COC(=O)c1ccc(C#N)cc1	-0.2%
Clc1ccc(N/N=C/c2c(Cl)cccc2Cl)cc1Cl	-26.4%
O=C(Cc1c[nH]c2ccccc12)N1CCN(c2ccccc2)CC1	0.6%
COc1ccc(NC(=O)CC2Nc3cc(C)c(C)cc3NC2=O)c(OC)c1 (stereo not drawn)	15.1%
Cc1cccc(-c2noc(CCC(=O)N3CCC(C)(c4noc(-c5ccncc5)n4)CC3)n2)c1	2.9%
CCC(=O)N1CCN(c2ccccc2NC(=O)c2ccc(C#N)cc2F)CC1	15.1%
Cc1noc(C)c1-c1cnc(Nc2ccc(CN3CCN(C)CC3)cc2)c2c1CCO2	25.1µM*
CNC(=O)c1cc(Nc2cccc(N(C)C)c2)cc2c1OCCN2Cc1cccnc1	?
COc1cc(Cl)c(C)cc1Nc1nc2ccccc2c2nnc(C)n12	-11.4%
Cc1c(NC(=O)c2ccc(Cl)cc2)cc(C(C)C)c(O)c1S(=O)(=O)c1ccc(Cl)cc1	?
CCCCn1c(N)c(N(CC)C(=O)C2CCC2)c(=O)[nH]c1=O	7.9%
Cc1ccc(C(=O)N2CC(=O)Nc3ccc(F)cc3C2c2ccc(F)cc2)cc1 (stereo not drawn)	23.5%
CCc1ccc(Cn2nc(C3CC3)nc2-c2cnn(C)c2)cc1	27.2%
O=C(NCc1ccc2c(c1)OCO2)c1ccc2c(c1)CC(=O)N2Cc1ccc(F)cc1	-27.1%
O=C(c1nc(-c2ccc(Cl)nc2)c2cnccn12)N1CCN(c2ncccn2)CC1	?
COc1ccc(C(=O)CN2CCN(S(=O)(=O)c3ccc(F)cc3)CC2)cc1	-27.4%
Cc1ccc(C(=O)NC2CCN(C(=O)Nc3ccc(F)cc3)CC2)cc1	21.4%
COc1ccc(CN2C[C@@H](CO)[C@H](C3CCN(C(C)=O)CC3)C2)cc1C	-16.9%
Cc1ccc(CN2CCN(C(=O)CC3CCOCC3)CC2)cc1	1.6%
Cc1cc(-c2ccc(C=O)o2)ccc1Br	?
Cc1[nH]c2ccccc2c1C(=O)C(=O)Nc1ccccc1C(C)C	-2.9%
O=S1(=O)c2ccc(N3CCN(Cc4ccccc4F)CC3)cc2Oc2ccccc2CN1Cc1cn(Cc2cccc(F)c2)nn1	?
O=C(Nc1ccc(Cl)c(Cl)c1)c1nn(-c2ccccc2)c(=O)c2ccccc12	7.0%
CC(C)(C)NC(=O)CNC(=O)C1CCCN1S(=O)(=O)c1ccc(Cl)s1 (stereo not drawn)	22.0%
C#CCNC(=O)c1nc(-c2ccc([S+](C)(=O)[O-])cc2)c2cnccn12	+
COc1ccccc1C(=O)NCC1Cn2cccc2C(=O)N1C (stereo not drawn)	-26.2%
O=S(Cc1cccc(C(F)(F)F)c1)Cc1ccccc1F (stereo not drawn)	9.7%
CCOC(=O)c1c(NC(=O)C(CC)Oc2ccccc2)sc(C)c1C (stereo not drawn)	?
O=C(Nc1ccc(Cl)cc1)N1CCN(c2ccc3nnc(-c4ccccc4)n3n2)CC1	?
O=C(CC1CCCN(c2cn[nH]c(=O)c2)C1)N1CCCCC1 (stereo not drawn)	-0.1%
NCCC1CN(Cc2cc3ccccc3s2)CCO1 (stereo not drawn)	?
NC(=O)N/N=C/c1ccc(Br)cc1	10.0%
O=C(CC1C(=O)N(c2ccc(F)cc2)C(=O)N1Cc1ccc2c(c1)OCO2)Nc1ccc(F)cc1 (stereo not drawn)	-5.9%
COc1cccc(CN2CCn3c(nnc3[C@@H]3C[C@@H](O)CN3Cc3cccnc3)C2)c1OC	?

The listing continues.
Compound	KDM5B inh
CCCCN(C)CCNC(=O)C1CCCN(S(=O)(=O)c2ccc3c(c2)oc(=O)n3C)C1 (stereo not drawn)	-5.3%
O=C(NC1C2CC3CC(C2)CC1C3)c1cc(-c2ccncc2)nc2ccc(Br)cc12 (stereo not drawn)	5.6%
Cc1ncc(-c2ccc(C)c(S(=O)(=O)N3CCN(c4ccccc4F)CC3)c2)o1	-15.3%
CC(C)n1cc2cc(C(=O)NCc3ccccn3)sc2c1	25.1µM*
Cc1ccc(N2CC(C(=O)Nc3cccc(C(=O)NC4CC4)c3)CC2=O)cc1 (stereo not drawn)	-6.0%
Cc1ccc(C(C)Nc2ncccc2-c2nc(-c3cccc(C)c3)no2)cc1 (stereo not drawn)	-16.0%
CN(C)c1ccc(C(=O)N2CCC(Cc3noc(-c4ccccc4)n3)C2)cc1 (stereo not drawn)	-7.5%
O=C(C1CCCC1)N1Cc2ccccc2CC2(CCCCN2CC2CCNCC2)C1 (stereo not drawn)	-21.9%[115 µM]
CC(=O)N1CCCN(c2ncnc3c2CN(C2CCNCC2)C(=O)CN3C)CC1	4.9%[115 µM]
CCCn1c2ccccc2c2cnn(CC(=O)N(Cc3ccccc3)C(C)C)c(=O)c21	?
CCN(CC)CC(O)CCCCCCCCC(=O)OC (stereo not drawn)	-6.3%
Cc1nc(N2CCC(NC(=O)c3cccc(F)c3)CC2)cc(C(F)(F)F)n1	2.1%
O=C1OC[C@@H]2CCN(Cc3cccc(Cl)c3)Cc3ccc(F)cc3N12	4.6%[86.2 µM]
Cc1nn2c(=O)cc(COC(=O)c3ccc(NC(=O)c4cccc(Br)c4)cc3)nc2s1	?
COc1cccc(C2Cn3nnc(-c4nc(-c5cccc(C)c5)no4)c3CO2)c1 (stereo not drawn)	5.2%
CC(C)Cn1nc(C(=O)NCc2ccc(C(=O)O)cc2)c2ccccc2c1=O	1.9%
COC1CCCN(C(=O)c2cc(-c3ccc(F)cc3)cc3ncn(C)c23)C1 (stereo not drawn)	?
Cc1ccc(NC(=O)COC(=O)C2C3CC4OC(=O)C2C4C3)cc1 (stereo not drawn)	11.7%
COc1ccc2c(c1)cc(C(=O)N[C@H](C(=O)N1CCC(C(=O)O)CC1)C(C)C)n2C	?
O=C(c1ccncc1)N1CC(c2nc(CCc3ccccc3)no2)C1	-14.6%
Cc1cc(C)c(S(=O)(=O)Nc2ccc(Cl)c(N3CCCS3(=O)=O)c2)c(C)c1	9.6%
Cc1noc(-c2nc(-c3cccc(C(F)(F)F)c3)no2)n1	-17.2%
Cc1ccc(N(CC(=O)NCC(C)c2ccccc2)S(=O)(=O)N(C)C)cc1 (stereo not drawn)	11.8%
COc1cccc(-c2noc(COc3ccccc3Cl)n2)c1	-5.9%
CCc1ccc(NC(=O)CCCN2C(=O)C3CC=CCC3C2=O)cc1 (stereo not drawn)	27.4%
CN(C)c1ccc(CNC(=O)CCn2cccn2)cc1	-5.0%
CCC(NC(=O)Cc1n[nH]c(=O)c2ccccc12)c1ccc(OC)cc1 (stereo not drawn)	21.7%
CC1=C(C(=O)Nc2ccc(C)cc2Cl)C2(CCCCC2)OC1=O	?
CC(C)N(CC(=O)NC(N)=O)Cc1ccccc1	10.6%
C/C(=N\OCc1nc2ccccc2c(=O)n1/N=C/c1cc([N+](=O)[O-])ccc1O)c1ccccc1	?
Cc1ccc(NC(=O)Cn2cc(S(=O)(=O)N3CCN(c4ccccc4F)CC3)c3ccccc3c2=O)cc1F	?
COCCN1C(=O)Cc2ccccc2C1C(=O)NCC1CCCCC1 (stereo not drawn)	15.5%
Cn1ccnc1SCC(=O)Nc1sc2c(c1C#N)CCC(C(C)(C)C)C2 (stereo not drawn)	-10.6%
CN(Cc1cccc(Cl)c1Cl)C(=O)CCN=C1NS(=O)(=O)c2ccccc21	14.5%
Cc1ccc(Nc2nc(C(=O)N3CCC(C(=O)NCc4ccccc4)CC3)cs2)cc1	7.6%
COc1cccc(NC(=O)c2c(-c3cnn(C)c3NCc3ccc(C#N)cc3)noc2C)c1	-15.2%
Cc1ccc(-c2noc([C@@H]3C[C@@H](O)CN3Cc3ncc[nH]3)n2)cc1F	-14.1%[86.2 µM]
Cc1ccc(-c2nnc(SCc3cccc(C#N)c3)o2)cc1	-6.5%
N#Cc1c2c(c3nncn3c1NCc1ccncc1)CN(Cc1ccccc1)CC2	i
O=C(Nc1ccc(F)c(Cl)c1)N1CCC2(CC1)Oc1ccccc1C(=O)N2Cc1ccccc1F	-0.2%
O=C1CCCC2=C1C(c1cccnc1)N(C(=O)c1ccccc1)c1ccccc1N2 (stereo not drawn)	10.4%
COc1ccccc1NC(=O)CC(=O)Nc1ccccc1OC	2.4%
